eLon inh: inhibits E. coli Lon protease; purified E. coli Lon protease, fluorescence polarization; inhibition, % at 7.94 µM; actives 0.42% (n = 360,000); AID 602123; in the data active = inhibition above about 13%, passing the limit was not always enough;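 note: 0% = enzyme with probe and DMSO and 100% = no enzyme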
NRP1-CendR mod: alters CendR peptide binding to human NRP-1; O14786; FAM-RPARPAR peptide binding to NRP-1, fluorescence polarization; inhibition, % at 25 µM; actives 0.85% (n = 360,000); AID 602438;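 active = inhibition or corrected inhibition above about 18%, plus a signal ratio from 0.5 to 1.5, limit read from the data, passing the limit was not always enough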; note: strong numbers were not always called active
SKN-1 inh: blocks SKN-1 activity in C. elegans. inhibition, % at 21.8 µM. C. elegans VP596 Pgst-4::GFP/RFP ratio, acrylamide-induced, 24 h. AID 624304. actives 0.49% (n = 360,000);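 active = interference check ratio from 0.5 to 1.5 plus GFP to RFP signal ratio inhibition reaching or exceeding a fixed threshold, cut at about 30% in these data, passing the limit was not always enough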; note: some compounds called inactive have numbers as strong as hits
Rin1-Abl PPI inh: blocks binding of human Rin1 to Abl; P00519+Q13671; TR-FRET Rin1/Abl binding, biochemical; inhibition, % at 7.35 µM; actives 0.4% (n = 360,000); AID 588664; in the data active = inhibition above about 5%, passing the limit was not always enough
MT1-MMP act inh: inhibitors of human MT1-MMP activation | P50281 | HT1080 RFP-PRO-GFP cells, GFP/RFP ratio fluorescence, overnight; percent of plate control window, DMSO zero | GFP/RFP ratio change, % at 20 µM | actives 0.061% (n = 360,000) | AID 651647;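 active = GFP/RFP ratio change of at least 30% with cell ATP level not reduced by more than half and red fluorescence within 50% of control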; note: strong numbers were not always called active
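Compound: 20 µM single dose, 1% DMSO / System: HT1080 RFP-PRO-GFP cells / Controls: DMSO and RFP-L50D-GFP cell wells / Read-out basis: GFP/RFP fluorescence ratio / Schedule: overnight compound exposure at 37 °C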
bovine MsrA act: activates bovine MsrA enzyme; purified bovine MsrA, absorbance read-out; AID 602163; actives 0.3% (n = 360,000); activation, % at 10.6 µM; in the data active = activation above about 7.5%;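 note: 0% = vehicle and 100% = reference activator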
MsrA inh: inhibits bovine methionine sulfoxide reductase A; purified bovine MsrA, absorbance read-out; inhibition, % at 15.5 µM; actives 0.75% (n = 360,000); AID 651718; in the data active = inhibition above about 4.5%;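 note: 0% = vehicle wells with enzyme and 100% = reference inhibitor wells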
Neddyl block: blocks human cullin neddylation. P61081+Q13564. TR-FRET cullin neddylation, biochemical. calls only at 25 µM. actives 0.58% (n = 360,000). AID 651699; in the data active = inhibition above about 36%
FAS TE block: blocks the thioesterase domain of human fatty acid synthase. P49327. recombinant FAS-TE, OMFH fluorogenic substrate, fluorescence endpoint. inhibition, % at 15 µM. actives 0.67% (n = 360,000). AID 602261;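 active = compounds whose normalised, plate-corrected inhibition of enzyme fluorescence in the single-dose primary screen is 50% or more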;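 note: 0% = DMSO with enzyme and 100% = substrate without enzyme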
An asterisk follows results filed as active; i = inactive; · = not tested or not shown.

Every second line gives: Rin1-Abl PPI inh	eLon inh	Neddyl block	bovine MsrA act	FAS TE block	SKN-1 inh	NRP1-CendR mod	MsrA inh	MT1-MMP act inh
O=C(NCc1cccnc1)c1ccccc1-c1ccccc1
→ 4	0	i	-10	-8	-3	-1	1.4	-3
COC(=O)Cc1cc(C)cc2c(=O)cc(-c3ccoc3)oc12
→ -2	-35	·	-3	-32	-12	-14	1.5	-67
CC(C)(C)C(=O)Nc1ccccc1C(=O)Nc1ccncc1
→ 3	-10	i	-3	-5	25	-19	1.3	4
Cc1ccc(-c2nc3cccnc3s2)cc1NS(=O)(=O)c1ccc2c(c1)OCCO2
→ -1	3	i	0	22	-3	-4	3.5	-5
Cc1cc(C(C)(C)C)oc1C(=O)Nc1ccc(CC(=O)O)cc1
→ 1	-9	i	3	-2	-12	0	-0.2	9
COc1ccc(/C=C/C(=O)Nc2ccc(OC)cc2[N+](=O)[O-])cc1
→ -3	-31	i	-7	-5	8	-42	0.1	-3
CC(=O)N1CCc2[nH]c3ccccc3c2C1
→ -4	-1	i	-14	-11	-25	-4	1.0	-2
Nc1nc(NCC2CCCO2)nc(Nc2cccc(Cl)c2)c1[N+](=O)[O-] (stereo not drawn)
→ -1	6	i	-11	-4	2	-11	-1.2	5
O=C(CN(C(=O)Cn1nnc(-c2cccs2)n1)c1ccc2c(c1)OCCO2)NCc1ccccc1
→ 1	-4	i	-3	12	0	1	-0.7	-7
CCS(=O)c1ccccc1C(=O)O (stereo not drawn)
→ -2	1	i	-2	-2	-6	6	0.0	5
Oc1ccccc1N1CCN(C(=S)NCCc2ccccc2)CC1
→ 0	-12	i	-5	2	-7	-5	-0.5	2
Cc1nn(-c2ccccc2)c(Cl)c1C(=O)Nc1ccccc1
→ -5	-2	i	0	-1	-9	-6	0.4	-2
CCCSc1nnc2c(n1)OC(c1cccn1C)N(C(C)=O)c1ccccc1-2 (stereo not drawn)
→ 5	-6	i	-11	-11	14	1	1.3	4
Cc1ccc(SCCCCN2CCNCC2)cc1
→ 3	-7	i	-4	-7	4	-2	-1.6	0
COc1ccc(-c2cc(=O)oc3cc(OCC(=O)NCc4ccccn4)ccc23)cc1
→ -2	-10	i	-2	5	-2	-8	0.7	0
CCCc1cc(=O)oc2cc(OCC(=O)Nc3ccccn3)ccc12
→ -3	5	i	-8	38	13	3	-0.1	4
O=[N+]([O-])c1cccc(-c2c(-c3ccccc3)ncc3ccc(F)cc23)c1
→ 1	1	i	-2	25	0	7	1.8	-3
O=C(NCCc1c[nH]c2ccccc12)/C(=C/c1cccnc1)NC(=O)c1cccs1
→ 0	-5	i	-9	-6	-24	9	-1.7	-4
CN(C)S(=O)(=O)c1ccc2c(c1)nc(CCC(=O)NCC1CCCCC1)n2C
→ 3	2	i	-4	-4	-7	-21	-0.2	-5
CC(C)CN(C(=O)COC(=O)c1cccn1C)c1c(N)n(Cc2ccccc2)c(=O)[nH]c1=O
→ -3	-5	i	2	-5	2	1	1.0	-1
CC(C)CCNc1ncnc2c1nnn2Cc1ccccc1
→ 2	4	i	-3	-1	17	2	-0.6	1
CCCn1c(=N)n(CC(O)c2ccc(C)cc2)c2ccccc21 (stereo not drawn)
→ -2	-7	i	-2	-6	15	5	0.5	-4
COc1ccc(NC(=O)[C@@H]2CC=C[C@@H]3CCN(Cc4ccc(Cl)c(Cl)c4)C(=O)[C@@H]32)cc1
→ 0	16	i	0	22	15	18	0.5	3
Cn1c(N)c(C(=O)COC(=O)C23CC4CC(CC(C4)C2)C3)c(=O)n(C)c1=O
→ 0	2	i	-1	7	24	21	-0.1	1
CCCc1[nH]nc2c1C(c1ccncc1)C(C#N)=C(N)O2 (stereo not drawn)
→ 1	-8	i	-2	-3	15	3	-0.8	-4
CCN(CC)CCOC(=O)c1c(C)oc2ccc(OC)cc12
→ -1	-5	i	1	-2	13	4	0.1	-4
O=C(O)c1ccccc1C(c1ccccc1)c1ccccc1O (stereo not drawn)
→ 2	-3	i	2	-2	20	5	0.2	-3
Cc1cc(NC(=O)Nc2ccc(F)cc2F)n(C)n1
→ 2	-2	i	-1	-9	5	8	0.5	2
Cc1c(NC(=O)c2ccc(N3CCCC3)c([N+](=O)[O-])c2)cccc1-c1nc2ccccc2s1
→ -5	4	i	-6	33	15	-8	1.2	16
CC(Oc1ccc(Br)cc1)C(=O)NCCCN1CCCC1=O (stereo not drawn)
→ 2	-2	i	-1	-7	-8	23	-1.4	4

Some of these compounds in order of the MT1-MMP act inh value, descending:
compound | MT1-MMP act inh
CCCc1cc(=O)oc2cc(OCC(=O)Nc3ccccn3)ccc12 | 4
CC(C)CCNc1ncnc2c1nnn2Cc1ccccc1 | 1
COC(=O)Cc1cc(C)cc2c(=O)cc(-c3ccoc3)oc12 | -67

Further entries.
Every second line gives: Rin1-Abl PPI inh	eLon inh	Neddyl block	bovine MsrA act	FAS TE block	SKN-1 inh	NRP1-CendR mod	MsrA inh	MT1-MMP act inh
O=C(Nc1nnc(COc2ccc(Cl)cc2)s1)c1ccc([N+](=O)[O-])cc1
→ 0	-13	i	-3	-8	7	21	-0.5	4
O=C(Nc1cccc(Cl)c1)N1CCCC1
→ -1	0	i	1	-4	-7	-2	1.2	4
Cc1ccc(/C=N/NC(=O)c2nnn(-c3nonc3N)c2C)o1
→ -4	3	i	-4	-2	15	20*	3.6	1
COc1ccc(N(C)C(=O)c2ccc3nc(-c4ccccc4)c(-c4ccccc4)nc3c2)cc1
→ 1	-1	i	-7	28	8	4	0.5	-15
CC(C)CN(C(=O)COC(=O)CNC(=O)c1sc2ccccc2c1Cl)C1CCS(=O)(=O)C1 (stereo not drawn)
→ -5	-2	i	-2	-1	15	-13	-0.3	-1
O=C(CNC(=O)c1ccc(Cl)c([N+](=O)[O-])c1)OCN1C(=O)c2ccccc2C1=O
→ 0	-10	i	-3	22	22	8	0.5	-4
O=C(Nc1cnn(Cc2ccc(Cl)c(Cl)c2)c1)c1nc2ncccn2n1
→ -1	8	i	3	-3	-8	10	-0.2	5
CC(=O)c1c(C)nc2ccccn12
→ 3	-3	i	-3	-4	-2	-13	0.4	-4
Cc1ccc(S(=O)(=O)N2[C@@H](Cc3ccccc3)CO[C@H]2CC(=O)c2cccc3ccccc23)cc1
→ ·	·	i	·	·	12	3	0.6	-1
Cc1ccc(OCC(O)Cn2c(N3CCCCC3)nc3c2c(=O)[nH]c(=O)n3C)cc1 (stereo not drawn)
→ 0	7	i	-3	-1	-20	-5	1.3	3
COC(=O)c1cc(OC)c(OC)cc1NC(=S)N1CCCCC1
→ 0	-5	i	-2	-3	-2	10	0.6	-1
O=C(Nc1ccc2snnc2c1)N1CCOCC1
→ -1	2	i	-2	-10	-5	5	0.3	2
CCc1c(C)nc2c(OC)cccc2c1Cl
→ 1	3	i	-1	1	8	9	0.7	-1
O=C(NCCNC(=O)c1ccc(-c2cccc(Cl)c2)o1)c1cnccn1
→ -4	-2	i	-5	-4	13	-15	1.9	0
C#CCOCCOCCOCCNc1nc(N2CCN(C(=O)Cn3cc(CCO)nn3)CC2)nc(N2CCN(C(=O)[C@H](C)n3cc(CCCN=C(N)N)nn3)CC2)n1
→ -1	-8	i	-2	-11	3	23*	-0.3	1
O=C(NC1CC1)c1ccc2c(c1)N(Cc1ccccc1)CCS2
→ 3	-6	i	-4	3	-1	0	0.6	-3
CC1CCCCC1NC(=O)CSc1nnc(-c2ccncc2)n1CCCN(C)C (stereo not drawn)
→ 1	3	i	0	-6	0	-4	-1.2	-1
CCOC(=O)c1cc(NC(=O)NCc2ccco2)c(C)nc1C
→ 4	1	i	0	-3	2	0	0.2	0
N#C/C(=C\c1ccc(Cl)s1)C(=O)N1CCN(c2ccccc2)CC1
→ 0	-8	i	-3	18	-1	-39	0.6	-11
COc1ccc(CCNC(=O)c2cn3ccc(C)cc3n2)cc1OC
→ 0	-11	i	1	-2	1	3	1.6	1
O=S(=O)(Nc1ccc(-n2cnnn2)cc1)c1ccc(F)c(F)c1F
→ -4	-5	i	0	-1	2	1	-0.5	-4
Cc1csc(N(C(=O)Cc2ccccc2F)c2ccccc2)n1
→ 0	-3	i	5	5	2	-4	0.6	3
COc1ccc(N2CCN(C(=O)c3cn(C4CCCC4)c(=O)c4c3c3ccccc3n4C)CC2)cc1
→ -2	-4	i	-3	25	19	39*	0.8	-9
CC(Sc1nnc(-c2ccncc2)n1C)C(=O)Nc1ccc(N2CCOCC2)cc1 (stereo not drawn)
→ 2	0	i	-7	-7	-19	7	-0.3	9
Cc1ccc(S[C@@H](CCN2CC[C@H](C)CCC2=O)c2ccccc2)cc1
→ 6	9	i	-6	24	2	3	0.4	-8
CCCn1ncc(CN2CCN(Cc3ccc(C)o3)C(CCO)C2)c1C (stereo not drawn)
→ 0	6	i	-14	-8	-10	4	1.6	-3
CC(C(=O)N1CCc2ccccc21)N1CCN(S(=O)(=O)c2cccc(C(F)(F)F)c2)CC1 (stereo not drawn)
→ 2	-5	i	5	37	-10	-6	0.8	1
CCOc1ccc(NC(=O)Cn2cc(C(=O)CC)c3ccccc32)cc1
→ 1	13	i	-1	-4	6	-1	·	4
C=C1C(=O)[C@]23C[C@H]1CCC2[C@@]1(C)C(C[C@@H]3O)[C@](C)(C(=O)O)C[C@H](O)[C@@H]1O (stereo partly drawn)
→ 3	-7	i	-1	-15	1	15	0.1	4
COCCN1C(=O)N[C@@H](c2cccc(C(F)(F)F)c2)C(C(=O)OC)=C1C
→ 0	-5	i	-2	-4	5	-13	·	-1
COc1cccc(CNc2nc3cc(-c4ccc(C(=O)N5CCN(C)CC5)cc4)sc3c(=O)n2C)c1
→ -3	-16	i	-10	0	-8	-5	-0.1	8
CCCN(C(=O)Cn1ncc2c(=O)oc3ccccc3c21)c1cccc(C)c1
→ -1	4	i	-2	13	17	-5	0.3	-4
CC(=O)Oc1ccc2cc(-c3ccccc3)c(=O)oc2c1
→ -1	-2	i	-3	-6	0	4	0.5	3
CSc1sc(-c2ccnc(=S)[nH]2)c(-c2ccccc2)c1C#N
→ -3	6	i	0	10	2	0	0.4	-1
CCCCN(CC)Cc1ccc(CNC(=S)Nc2cccc(F)c2)o1
→ -2	-3	i	0	0	-3	-4	-0.3	-5
COc1ccc(S(=O)(=O)N2CCC(C(=O)N3CCC(C(N)=O)CC3)CC2)cc1Cl
→ 3	-8	i	-6	-6	-6	14	0.8	-1
Cc1cc(C=O)c(C)n1-c1ccc(Oc2ccc([N+](=O)[O-])cn2)cc1
→ -2	-8	i	0	-10	1	7	-0.7	5
CCC(C)/C=C/C1=CC2=C(Cl)C(=O)C3(C)OC(=O)C(C(=O)C(C)C(C)O)C3C2=CO1 (stereo not drawn)
→ 7	-1	i	-1	2	-13	-6	1.2	-3
C=CCN(c1ccccc1)S(=O)(=O)c1cccc(C(=O)NNC(=O)c2ccccc2O)c1
→ -1	-1	i	-3	11	10	-2	-0.7	9
CSCCC(NC(=O)c1ccco1)C(=O)NCC(c1ccccc1)N(C)C (stereo not drawn)
→ 1	-3	i	1	-5	4	3	1.7	0
CC(C)CC(C(=O)N1CCc2ccccc2C1)N1C(=O)c2ccccc2C1=O (stereo not drawn)
→ 0	-6	i	-3	0	-19	5	0.7	-4
COc1cccc(C=NNC(=S)NN=Cc2cccc(OC)c2OC)c1OC
→ -1	-19	i	-1	14	-2	-2	1.5	4
CC(C)CC1=NN2C(=N)/C(=C\c3coc4ccccc4c3=O)C(=O)N=C2S1
→ 0	-262	i	-3	-37	3	134	1.1	-58
CCc1ccc(C(O)c2ncc(-c3cccc(OC)c3)[nH]2)cc1 (stereo not drawn)
→ -3	-17	i	-2	5	-12	-7	·	0
